# Assay outcomes from PubChem.
# PfG6PD inh = PfG6PD (Plasmodium falciparum) enzyme inhibition; PfGluPho enzyme, NADPH resazurin-diaphorase fluorescence; inhibition, % at 20 µM; 350,000 compounds, 0.78% hits; AID 504690;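 active = inhibition reaching at least a set limit at 20 µM in the primary screen, cut at about 59% in these data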;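 note: 0% = DMSO wells with substrate and 100% = DMSO wells lacking glucose-6-phosphate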
# mIAP activ = mouse IAP activation; muIAP, CDP-Star luminescence, 30 min; stronger effect = higher value; 1 = vehicle-only enzyme signal, 0 = enzyme-free wells; activation factor at 10 µM; 330,000 compounds, 0.24% hits;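 active = activation factor of at least 2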; note: the source names both 10 and 20 µM as test concentration; values of inactives mirror those of a sister screen read the other way
#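 Assay system: mouse IAP enzyme / Compound: DMSO-dissolved test compounds / Timing: 30 min, room temperature / Measured by: luminescence from enzymatic CDP-Star hydrolysis / Control set: DMSO-only wells, enzyme-free buffer wells as negative control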
# HKDC1 inhibitor = blocks human hexokinase HKDC1 activity; Q2TB90; recombinant HKDC1, G6PDH/diaphorase resazurin coupled fluorescence; inhibition, % at 20 µM; 340,000 compounds, 0.16% hits;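 active = inhibition above about 35% when tested at 20 µM, limit read from the data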;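 note: plate controls were DMSO wells with enzyme for no effect and DMSO wells lacking enzyme for full effect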
#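 System: Recombinant HKDC1 hexokinase | Amount: HKDC1 at 5 µg/mL | Reagent: Glucose with 1 mM ATP | Doses: Single 20 µM dose | Incubation: Reaction time 90 min, room temperature, protected from light | Signal: Coupled resazurin fluorescence, excitation 525 nm, emission 613 nm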
# APOBEC3A inh = inhibitors of human APOBEC3A DNA deaminase; recombinant A3A, FAM/TAMRA ssDNA deamination fluorescence; inhibition, % at 20 µM; 330,000 compounds, 0.41% hits; AID 493011;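 active = at least 40% inhibition at 20 µM here, with at most 30% in a related deaminase screen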;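 note: plate controls were A3A with DMSO for no effect and wells lacking A3A enzyme for full effect; some results filed as inactive read as strong as hits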
# Target sequence (P31941 whole entry, looked up): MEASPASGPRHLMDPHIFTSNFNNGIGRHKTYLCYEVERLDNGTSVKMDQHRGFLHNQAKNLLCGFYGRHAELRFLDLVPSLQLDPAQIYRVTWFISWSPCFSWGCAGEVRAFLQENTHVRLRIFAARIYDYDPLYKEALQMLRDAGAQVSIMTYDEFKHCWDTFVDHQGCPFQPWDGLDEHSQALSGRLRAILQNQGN
# hIAP activ = increases human intestinal alkaline phosphatase activity; purified human IAP, CDP-Star luminescence, 30 min; stronger effect = higher value; 1 = vehicle-only enzyme, 0 = enzyme-free background; 330,000 compounds, 0.16% hits; activation factor at 10 µM; AID 2524; P09923;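 active = activation factor of the enzyme at least 2-fold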; note: the source names both 10 and 20 µM as test concentration; values of inactives mirror those of a sister screen read the other way
# Target sequence (P09923 whole entry, looked up): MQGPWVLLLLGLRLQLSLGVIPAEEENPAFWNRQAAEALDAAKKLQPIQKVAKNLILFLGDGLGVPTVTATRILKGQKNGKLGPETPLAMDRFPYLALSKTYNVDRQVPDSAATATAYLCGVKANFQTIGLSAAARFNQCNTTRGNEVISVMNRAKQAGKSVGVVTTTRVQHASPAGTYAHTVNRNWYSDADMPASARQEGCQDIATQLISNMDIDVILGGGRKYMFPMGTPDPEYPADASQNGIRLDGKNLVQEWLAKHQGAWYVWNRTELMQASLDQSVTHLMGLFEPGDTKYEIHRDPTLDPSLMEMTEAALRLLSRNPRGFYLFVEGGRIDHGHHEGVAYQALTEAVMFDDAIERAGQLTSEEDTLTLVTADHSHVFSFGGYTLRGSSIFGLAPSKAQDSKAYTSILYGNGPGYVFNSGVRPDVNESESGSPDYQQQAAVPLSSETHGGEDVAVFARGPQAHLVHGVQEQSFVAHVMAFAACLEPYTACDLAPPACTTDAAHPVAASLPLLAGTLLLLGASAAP
# mIAP inh = mouse IAP inhibition; AID 2806; purified mouse IAP, CDP-Star luminescence, 30 min; inhibition, % at 10 µM; 330,000 compounds, 0.2% hits;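 active = inhibition of at least 40% at 10 µM in the primary screen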;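 note: plate controls were DMSO with enzyme for no effect and no enzyme wells for full effect; values of inactives mirror those of a sister screen read the other way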
# ATG4B inh = inhibitors of human ATG4B cysteine protease; inhibition, % at 8.33 µM; ATG4B cleavage of LC3-PLA2, NBD-HPC fluorescence, 1 h; 340,000 compounds, 0.51% hits; in the data active = inhibition above about 40%
# hIAP block = human IAP inhibition; P09923; purified IAP, CDP-Star luminescence, 30 min; inhibition, % at 10 µM; 330,000 compounds, 0.12% hits; AID 2544;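 active = inhibition reaching a set limit with compound at 10 µM in the primary screen, cut at about 35% in these data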;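 note: plate controls were DMSO wells with enzyme for no effect and no-enzyme buffer wells for full effect; values of inactives mirror those of a sister screen read the other way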
# * hit, by the source's call; / = not tested or not shown. Outcome played no part in choosing rows; any-hit rate near 2.4%.
PfG6PD inh	mIAP activ	HKDC1 inhibitor	APOBEC3A inh	hIAP activ	mIAP inh	ATG4B inh	hIAP block	molecule
-37.9	1.08	-6.9	0.3	1.43	-7.8	9.5	-42.6	C/C(=N\NC(=O)C1CC1)c1ccccc1O
9.7	1.05	7.7	-1.8	1.1	-5.1	-3.6	-10.0	CC(NC(=O)Nc1ccc(F)cc1F)c1ccc2c(c1)OCO2 (stereo not given)
/	0.932	/	-0.8	1.14	6.8	/	-14.1	Cc1nc2c(C(=O)NCc3cccs3)cnn2c(C)c1Cc1ccccc1
-10.5	0.956	3.0	-2.9	0.975	4.4	-2.3	2.5	C#CCCOC(=O)N1C2=NC(C(=O)OC)=C(C(=O)OC)[C@@H]3N(C)c4ccccc4[C@]23C[C@H]1CO
0.0	0.964	-1.8	-3.0	1.1	3.6	-5.2	-10.5	COc1ccccc1C(=O)Nn1c(C)nc2ccccc2c1=O
18.7	0.959	0.8	-2.2	0.871	4.1	1.5	12.9	Cc1cc(NC(=O)CSc2nc3c(c(=O)n2-c2ccccc2)SC(C)C3)no1 (stereo not given)
11.1	0.895	1.1	-2.6	0.872	10.5	5.5	12.8	CCOC(=O)c1cnn(-c2nc3c(C)cccc3s2)c1C(F)(F)F
4.0	1.05	6.1	17.9	1.15	-4.7	-11.2	-14.8	Cc1ccc2nc(SCC(=O)N(CC(C)C)c3c(N)n(Cc4ccccc4)c(=O)[nH]c3=O)[nH]c2c1
15.8	1.02	7.6	-1.5	0.928	-2.5	-5.3	7.2	N#C/C(=C/c1cccc(O)c1)C(=O)NCc1ccc(Cl)cc1
2.2	1.02	-2.8	-0.9	0.947	-1.8	-18.1	5.3	Cc1ccccc1NC(=O)C(=O)NCCc1c[nH]c2ccccc12
-5.0	1.14	-2.2	-6.9	1.09	-13.5	0.1	-9.4	CC(C)(C)n1cnnc1Sc1ncccc1[N+](=O)[O-]
-20.6	1.08	-3.5	-6.2	1.08	-7.9	3.5	-7.7	Nc1cc(N)nc(SCC(=O)Nc2ccccc2)n1
-10.4	0.978	5.8	1.2	1.14	2.2	-7.1	-13.9	CN(c1ccc(OCC(=O)OCC(=O)Nc2ccccc2)cc1)S(=O)(=O)c1ccc(F)cc1
19.4	1.06	-4.9	0.8	1.04	-6.1	-2.3	-3.7	COc1ccc(Cl)cc1-c1nc(SCC(=O)NC(C)C(C)C)n[nH]1 (stereo not given)
-6.3	0.979	-2.9	3.9	0.946	2.1	8.7	5.4	O=C(NCC1CC1)c1cc(-c2ccccc2)nn1CC1CC(c2cccc([N+](=O)[O-])c2)=NO1 (stereo not given)
-6.2	0.983	1.5	-4.2	1.04	1.7	7.6	-4.4	O=C(Nc1ccccn1)Nc1ccccc1Cl
9.5	0.99	-10.4	0.0	1.07	1.0	1.9	-6.6	O=C(NC1CCCC1)c1csc2c1CCCC2
-10.2	0.979	-9.4	-3.3	1.16	2.1	-14.4	-15.8	CC(=NCCCNC1CCCCC1)C1=C(O)CC(C)(C)CC1=O
-8.7	1.12	10.1	0.2	0.781	-12.2	-3.3	21.9	CCOC(CNc1c([N+](=O)[O-])c(=O)n(C)c(=O)n1C)OCC
-3.9	0.982	-6.8	1.5	1.07	1.8	4.6	-6.8	CC(C)NC(=O)CCn1nc(-c2ccc(Cl)cc2)c2ccccc2c1=O

# Arranged by molecular weight (lowest first): some entries from above
PfG6PD inh	mIAP activ	HKDC1 inhibitor	APOBEC3A inh	hIAP activ	mIAP inh	ATG4B inh	hIAP block	molecule
-5.0	1.14	-2.2	-6.9	1.09	-13.5	0.1	-9.4	CC(C)(C)n1cnnc1Sc1ncccc1[N+](=O)[O-]
-3.9	0.982	-6.8	1.5	1.07	1.8	4.6	-6.8	CC(C)NC(=O)CCn1nc(-c2ccc(Cl)cc2)c2ccccc2c1=O
-10.4	0.978	5.8	1.2	1.14	2.2	-7.1	-13.9	CN(c1ccc(OCC(=O)OCC(=O)Nc2ccccc2)cc1)S(=O)(=O)c1ccc(F)cc1

# Remaining list, next part
PfG6PD inh	mIAP activ	HKDC1 inhibitor	APOBEC3A inh	hIAP activ	mIAP inh	ATG4B inh	hIAP block	molecule
13.4	0.961	-5.0	5.1	1.16	3.9	6.1	-15.8	CCn1c(SCC(=O)N2CCCC2)nnc1-c1ccc(S(=O)(=O)N2CCCCCC2)cc1
-9.8	1.07	0.2	-1.2	1	-6.7	5.1	-0.1	Cc1ccc(NC(=O)N2CCN(C(=O)C3CCCO3)CC2)cc1 (stereo not given)
-9.7	0.899	6.5	1.4	1.96	10.1	-8.1	-96.0	CN(C)S(=O)(=O)c1ccc(Cl)c(C(=O)NNC(=O)Cc2nc3ccccc3n2C)c1
-4.5	1.08	-1.3	-4.7	1.17	-8.4	2.2	-16.8	CCOC(=O)c1ccc(NCn2c(=O)oc3ccccc32)cc1
3.7	1.03	-5.1	-6.4	0.868	-2.8	-1.3	13.2	CO[C@H]1[C@@H]2C=CO[C@@H](O[C@H]3O[C@@H](CO)[C@H](O)[C@@H](O)[C@@H]3O)[C@@H]2[C@@]2(CO)O[C@@H]12
-9.0	1.04	-0.3	0.6	0.956	-4.0	0.5	4.4	O=C1CCCN2N=C(SCC(=O)Nc3nc4ccccc4s3)SC2=N1
4.4	1.49	-1.4	-0.6	1.06	-49.3	0.2	-5.9	COC(=O)c1cccc(S(=O)(=O)N2CCC(NC(=O)Nc3cccc(F)c3)CC2)c1
6.0	1.03	-1.6	-4.7	1.07	-2.8	10.8	-6.7	Cc1cccc(-c2noc(CN(C(=O)c3ccc4c(c3)OCO4)C(C)C)n2)c1
-1.4	0.997	1.2	0.1	0.888	0.3	1.1	11.2	Cc1cc2ncc(-c3ccc(Cl)cc3)cn2n1
-13.0	0.986	-6.6	0.3	1.03	1.4	-3.4	-2.7	O=C(CN1C(=O)NC2(CCOc3ccccc32)C1=O)N1CCCCC1 (stereo not given)
-10.1	1.01	-4.4	-2.2	0.952	-0.6	9.4	4.8	COc1ccccc1NC(=O)c1ccc(NS(C)(=O)=O)cc1
-12.5	0.937	5.5	-0.9	0.938	6.3	20.7	6.2	COc1ccc(-c2sc(C(=O)c3ccc(Cl)cc3Cl)cc2CC(=O)O)cc1
10.3	0.969	-3.0	2.2	1.02	3.1	-17.5	-2.0	CCN(CC)CCCN(C(=O)c1ccco1)c1nc(-c2ccc(C)cc2)cs1
-1.0	0.912	2.2	-2.2	0.92	8.8	0.5	8.0	CCOC(=O)Nc1sc2c(c1C#N)CCCC2
2.9	1.04	-1.9	-2.7	1.15	-3.8	2.2	-15.3	CC(C)CC[n+]1ccn(-c2nc3ccccc3nc2[N-]S(=O)(=O)c2ccc(Cl)cc2)c1
9.8	1.05	2.0	0.1	0.83	-4.9	10.0	17.0	Cc1ccc(-c2csc(N3CCC[C@@H]3C(=O)NCCn3c(C(F)(F)F)nc4ccccc43)n2)cc1
36.0	0.965	-1.1	-1.0	0.978	3.4	14.3	2.2	COc1ccccc1C1CC(=O)n2c(nc(-c3ccccc3)c2-c2ccccc2)S1 (stereo not given)
-25.8	0.897	4.8	-0.9	0.814	10.3	14.0	18.6	CC(C)CNc1nc(N)c([N+](=O)[O-])c(N2CCCCCC2)n1
11.1	1.02	-2.2	3.9	0.649	-2.1	-10.7	35.1*	O=C(NC1CCCCCC1)c1ccc(-n2cnnc2)cc1
-1.4	1.05	-7.7	-0.8	1.11	-4.7	-14.5	-10.6	CCOc1ccc(CN2CCN(Cc3cnn(CC)c3C)CC2CCO)cc1 (stereo not given)
-6.1	0.982	1.0	-4.3	0.997	1.8	-1.0	0.3	O=C(Nc1ccccc1N1CCN(C(=O)c2ccc(Cl)cc2)CC1)c1cc(Br)ccc1Cl
-2.0	1.09	-3.2	0.7	1.11	-9.3	-1.7	-11.2	Cc1cc(=O)c(C(=O)O)nn1-c1cccc(C(F)(F)F)c1
-7.5	0.942	-0.5	-2.0	0.887	5.8	9.5	11.3	CCOc1ccc(CNC(=O)CCn2c(=O)oc3ccccc32)cc1
10.3	0.975	13.4	-4.7	1.13	2.5	4.6	-13.2	CCn1cc(C(=O)NCc2ccco2)c2cc(OC)c(OC)cc2c1=O
-1.6	0.983	-14.3	-6.2	0.923	1.7	7.2	7.7	O=C(CC1c2ccccc2Oc2ccccc21)Nc1ccccc1F
31.6	0.942	-0.9	-2.9	0.828	5.8	2.8	17.2	Cc1c(C(=O)N(C)C2CCCCC2)sc2ncnc(N3CCN(c4ccccc4)CC3)c12
-20.5	1.09	-6.1	-5.1	1.17	-8.8	-6.3	-17.1	Cc1ccc(C(=O)O)cc1NC(=O)CN1C(=O)C2C3c4ccccc4C(Br)(c4ccccc43)C2C1=O (stereo not given)
24.4	1.11	-9.2	-3.5	0.752	-10.8	5.3	24.8	O=C(NCCc1ccc(F)cc1)Nc1ccccc1Cl
-6.3	1.03	-1.4	0.8	0.938	-3.3	-1.6	6.2	CC(C)(C)OC(=O)NCCCCCc1nnc(SCc2ccccc2)o1
/	1.01	/	2.3	0.941	-0.7	/	5.9	c1ccc(-c2ccc(-c3ccccn3)nn2)nc1
-12.6	0.937	-8.2	1.8	1.04	6.3	0.0	-3.6	O=C(Nc1ccc(N2CCCCC2)cc1)c1cc([N+](=O)[O-])cc([N+](=O)[O-])c1
-9.3	1.1	-3.6	-5.4	1.04	-10.0	-4.8	-3.7	Cc1ccccc1CN(c1ccc(C(=O)N2CCN(C)CC2)cc1)S(C)(=O)=O
1.9	1.02	-2.0	0.7	1.11	-2.1	-10.2	-10.9	O=c1cc(N2CCCC2)c2ccccc2o1
-0.3	1.08	-1.3	1.6	0.856	-8.2	-0.1	14.4	CCNc1nc(NCC)n2c(SCC(=O)Nc3ccc(F)cc3[N+](=O)[O-])nnc2n1
19.0	0.938	-2.5	-2.1	0.761	6.2	-18.3	23.9	CN(C)c1ccc(S(=O)(=O)NCC(=O)OCC(=O)Nc2cc(Cl)cc(Cl)c2)cc1[N+](=O)[O-]
-3.9	1.01	-6.2	2.4	0.993	-1.5	-9.0	0.7	COc1ccccc1-c1c(C)nn2c(N3CCOCC3)cc(C)nc12
-6.7	1.08	-2.5	-2.5	1.04	-7.7	-5.3	-4.4	Nc1nc2c(C(=O)N3CCOCC3)nnn2c2ccccc12

# Reprinted at random: 3 entries already listed, in no set order.
PfG6PD inh	mIAP activ	HKDC1 inhibitor	APOBEC3A inh	hIAP activ	mIAP inh	ATG4B inh	hIAP block	molecule
-3.9	1.01	-6.2	2.4	0.993	-1.5	-9.0	0.7	COc1ccccc1-c1c(C)nn2c(N3CCOCC3)cc(C)nc12
-6.7	1.08	-2.5	-2.5	1.04	-7.7	-5.3	-4.4	Nc1nc2c(C(=O)N3CCOCC3)nnn2c2ccccc12
-0.3	1.08	-1.3	1.6	0.856	-8.2	-0.1	14.4	CCNc1nc(NCC)n2c(SCC(=O)Nc3ccc(F)cc3[N+](=O)[O-])nnc2n1
